Screening data deposited in PubChem BioAssay by several laboratories.
PMI inhibition: MPI inhibition at elevated mannose 6-phosphate – biochemical, fluorescence intensity, high mannose 6-phosphate, primary screen (AID 1220); recombinant PMI enzyme, coupled fluorescence intensity; higher % means a stronger effect; inhibition, % at 20 µM; hits with a dose series show IC50 in µM; 190,000 compounds, 0.66% hits
WT yeast gro inh: growth inhibition of WT yeast, mitochondrial fusion screen; inhibition, % at 10 µM; 190,000 compounds, 2.1% hits; AID 1362; mitochondrial fusion phenotypic screen, WT strain; in the data active = inhibition above about 58%; tested in S. cerevisiae
human PMI inhibition: MPI enzyme activity inhibition – biochemical, fluorescence intensity, coupled assay, primary screen (AID 1209); one-dose inhibition, % at 20 µM; IC50 in µM for titrated hits; 190,000 compounds, 0.42% hits; purified PMI enzyme, coupled fluorescence intensity; higher % means a stronger effect;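 also: plate controls were DMSO vehicle for no effect and wells lacking substrate for full effect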
LYP inhibition: inhibitors of LYP phosphatase, biochemical, fluorescence intensity, uHTS (AID 1779); recombinant LYP phosphatase, fluorescence intensity; higher % means a stronger effect; one-dose inhibition, % at 11.5 µM; IC50 in µM for titrated hits; 290,000 compounds, 0.054% hits;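 also: plate controls were vehicle with enzyme for no effect and no enzyme for full effect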
P. falciparum M17LAP: P. falciparum M17LAP inhibitors, primary screen, biochemical, fluorogenic H-Leu-NHMec substrate, 1536-well (AID 1619); 220,000 compounds, 0.38% hits; recombinant M17LAP, H-Leu-NHMec fluorogenic kinetic assay; higher % means a stronger effect; one-dose inhibition, % at 30 µM; IC50 in µM for titrated hits;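 active = compound inhibiting the enzyme by more than half at any dose during confirmatory dose-response retesting; inconclusive = strong single-dose inhibitors picked by rank but not retested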;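 also: plate controls were full reaction with DMSO carrier for no effect and no enzyme background for full effect; strong numbers were not always called active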
Yfh1-off respiration: enhancers of respiration in Yfh1-depleted yeast, dose response, Friedreich's ataxia, plus single-dose screen (AID 1465) | 220,000 compounds, 0.074% hits | S. cerevisiae Yfh1-off respiration, WST-1 reduction, 72 h; higher fold induction means a stronger effect | fold induction at 50 µM, or EC50 in µM where a hit was titrated;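 active = fold induction of absorbance versus untreated yeast above a set limit, then at least 30% activation at any dose in follow-up; inconclusive = repeats straddling the limit, or above it without dose testing; inactive = fold induction below the set limit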;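 also: activators that raise dye reduction in frataxin-depleted yeast; strong numbers were not always called active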
TNAP activation fold: human TNAP enzyme activators, primary screen, biochemical, luminescent, no phosphate acceptor, uHTS (AID 1001). 200,000 compounds, 0.03% hits. one-dose activation fold at 20 µM; EC50 in µM for titrated hits. purified TNAP, luminescent activation assay, no phosphate acceptor; higher activation fold means a stronger effect; in the data active = activation fold from about 3, or a potency from the dose series; inactive = the rest, 99 in 100 with activation fold below about 1.6; also: many of its hits are not listed in these tables
XIAP displacement: XIAP antagonists, biochemical, IAP family, fluorescence polarization (AID 1018) | XIAP BIR domain, fluorescence polarization peptide displacement; higher % means a stronger effect | displacement, % at 20 µM, or IC50 in µM where a hit was titrated | 200,000 compounds, 0.007% hits; in the data active = displacement above about 50%; also: a part of the inactive calls stands beside numbers as strong as those of hits
P. falciparum M1AAP: malaria alanyl aminopeptidase activity blockers – biochemical, fluorogenic H-Leu-NHMec substrate, 1536-well (AID 1445); recombinant M1AAP, H-Leu-NHMec fluorogenic kinetic assay; higher % means a stronger effect; one-dose inhibition, % at 30 µM; IC50 in µM for titrated hits; 220,000 compounds, 0.42% hits;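 active = primary inhibition above the hit cutoff, then over 50% inhibition at one or more dose response concentrations, cut at about 23% in these data, passing the limit was not always enough; inconclusive = conflicting primary data, or primary hits not chosen for dose response; inactive = low primary inhibition, or under 50% at every dose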;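 also: plate controls were DMSO full reaction for no effect and no enzyme background for full effect; strong numbers were not always called active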
WT yeast gro inh mutant strain: second read-out of WT yeast gro inh, no call of its own (marks repeat the call); inhibition, %; mitochondrial fusion phenotypic screen, mutant strain inhibition
Numbers without * were called inactive; i = inactive; u = inconclusive; x = no result given. Rule as the data show it, unless noted: active = inhibition above about 50%; inactive = the rest.

canonical_smiles,PMI inhibition,WT yeast gro inh,WT yeast gro inh mutant strain,human PMI inhibition,LYP inhibition,P. falciparum M17LAP,Yfh1-off respiration,TNAP activation fold,XIAP displacement,P. falciparum M1AAP
O=C(NNC(=O)c1cccc2ccccc12)c1ccco1,15%,10,9,9%,-9%,4%,i,1.1,-3.6%,3%
COc1ccc(C)cc1C(=O)CCC(=O)Nc1ccccc1N1CCOCC1,-7%,-3,-9,0%,2%,7%,i,1.1,-15%,2%
Cc1ccc(S(=O)(=O)NCC(=O)OCC(=O)c2cccs2)cc1,6%,-27,-7,11%,-6%,5%,i,1.1,-5.6%,9%
Cc1c(N=N/C(C(=O)Nc2ccccc2)=C(/O)c2ccccc2)c(=O)n(-c2ccccc2)n1C,-15%,-4,11,-22%,6%,4%,i,1,-4.4%,-6%
COc1ccc(/C=N/Nc2ncnc3c2[nH]c2ccccc23)c(OC)c1OC,2%,6,-6,1%,1%,-2%,i,1,0.6%,-2%
Cc1ccccc1OCC(=O)NCCN(C)C,-12%,0,-2,-11%,-3%,3%,i,1.2,-1.8%,-1%
C=CCNc1nc(Cl)nc(Nc2ccc(OC)cc2)n1,16%,1,-1,14%,-4%,7%,i,1,-5.1%,3%
Cc1cnc2cc(Cl)c(Cl)cc2n1,-8%,2,6,-10%,-3%,0%,i,1.1,-1.6%,1%
COc1ccc(-c2nn(-c3ccccc3)cc2C(=O)Nc2nc(CC(C)=O)ns2)cc1,7%,17,-11,9%,-3%,-13%,u,1.1,-19%,1%
Cc1cc(N2CCN(S(=O)(=O)c3ccc(Cl)c(Cl)c3)CC2)c2ccccc2n1,2%,69*,62*,8%,-5%,-2%,i,1,-7.6%,7%
CC(C)(C)NC(=O)c1cccc(NC(=O)CSc2ccc(Cl)cc2)c1,7%,0,-8,20%,1%,10%,i,1.1,-4.1%,5%
C/C(=N\NC(=O)c1ccc(CSc2nncn2C)cc1)c1ccc(Cl)cc1,-8%,3,4,-9%,-1%,-4%,i,1,-3.7%,-6%
Cc1ccc(-n2cc(CN(C)CCc3cn[nH]c3)c(-c3cccc(C)c3)n2)cc1,13%,23,12,23%,-7%,5%,i,1,-11%,1%
O=C(CSc1nc(O)c(C2CCCCC2)c(=O)[nH]1)N1CCOCC1,-4%,-5,-2,-2%,-6%,8%,i,1.1,-6.0%,3%
COc1ccc(N(CN2C(=O)C3CC=CCC3C2=O)C(=O)c2ccco2)cc1 (stereo not given),10%,-5,9,9%,2%,21%,i,1.1,-1.1%,4%
CC1CC1c1ccc(/C=C(\C#N)C(=O)Nc2ccc(Cl)cc2)o1 (stereo not given),17%,-5,-3,24%,4%,14%,x,1.1,-14%,-2%
COc1ccc(Cl)cc1NC(=O)N1CCN(C2CCCCC2)CC1,11%,0,14,11%,5%,-7%,i,1.1,-4.8%,3%
C(=N/Nc1cc(N2CCOCC2)nc(N2CCOCC2)n1)/c1ccccc1,x,22,17,x,-1%,15%,i,1.1,-2.6%,19%
CCc1nnc(NC(=O)C2CCCN2C(=O)Nc2ccccc2)s1 (stereo not given),8%,-4,-4,11%,5%,20%,i,1.1,-6.9%,1%
COCCNC(=O)/C(C#N)=C/c1ccc(OC(=O)c2cccs2)c(OC)c1,0%,3,13,-4%,-4%,9%,i,1.1,-1.6%,13%
O=[N+]([O-])c1ccc(Cc2nnc(-c3ccc(F)cc3)o2)cc1,-5%,-1,4,-9%,-7%,1%,i,1.1,-3.0%,1%
CCc1cn(S(=O)(=O)c2ccccc2OC)nc1N,0%,6,-11,-3%,-9%,27%,i,1.1,-4.0%,1%
Oc1ccc(Br)cc1/C=N/N1CCN(Cc2ccccc2)CC1,6%,47,59,7%,0%,5%,i,1.1,-4.5%,5%
OCCNCCOCCOc1ccccc1-c1ccccc1,-8%,14,12,-14%,6%,9%,i,1,-3.3%,-3%
CCOc1ccccc1N(CC(=O)N1CCOCC1)S(=O)(=O)c1ccc(SC)cc1,4%,18,85,3%,-5%,15%,i,1,-1.0%,1%

Some entries already given, reduced to WT yeast gro inh mutant strain.
Compound	WT yeast gro inh mutant strain
COc1ccc(C)cc1C(=O)CCC(=O)Nc1ccccc1N1CCOCC1	-9
Cc1ccc(S(=O)(=O)NCC(=O)OCC(=O)c2cccs2)cc1	-7
Cc1c(N=N/C(C(=O)Nc2ccccc2)=C(/O)c2ccccc2)c(=O)n(-c2ccccc2)n1C	11

Remaining list, next part:
canonical_smiles,PMI inhibition,WT yeast gro inh,WT yeast gro inh mutant strain,human PMI inhibition,LYP inhibition,P. falciparum M17LAP,Yfh1-off respiration,TNAP activation fold,XIAP displacement,P. falciparum M1AAP
Cc1ccc(-c2nn(C(C)(C)C)c3ncnc(NS(=O)(=O)c4ccc([N+](=O)[O-])cc4)c23)cc1,3%,24,-2,-6%,-4%,3%,i,1,-5.8%,6%
O=C(N/N=C/c1cc(Cl)cc([N+](=O)[O-])c1O)NC12CC3CC(CC(C3)C1)C2,-20%,3,-16,-14%,5%,-2%,i,0.9,-16%,-21%
COc1ccc(Cc2nnc(NC(=O)Cc3cccs3)s2)cc1,2%,19,14,-9%,6%,4%,x,1,-3.4%,1%
Cc1ccc(OCCCOc2cccc3cccnc23)cc1C,19%,36,13,22%,-1%,-10%,i,1,-2.5%,2%
Nc1nc(NCCCN2CCOCC2)nc(Nc2cccc(Cl)c2)c1[N+](=O)[O-],x,x,x,x,-2%,2%,i,x,x,12%
Cc1cc(C)c(S(=O)(=O)Nc2ccc(N3CCOCC3)cc2)c(C)c1,x,x,x,x,-3%,5%,i,x,x,8%
COc1ccccc1/C=N/n1cnnc1,3%,2,14,10%,-1%,9%,x,1,-3.0%,7%
CC1(C)NC(=O)N(CC(=O)Nc2nc(-c3ccc(F)cc3)cs2)C1=O,0%,7,16,6%,-1%,-5%,x,1.1,-7.7%,-6%
COc1cccc(NC(=O)c2ccccc2-c2nc(-c3ccccc3)no2)c1,8%,7,1,9%,3%,9%,i,1.1,-6.4%,7%
CCOc1ccc2nc(Cl)c(/C=C/C(=O)c3ccco3)cc2c1,1%,2,-6,8%,7%,1%,i,1,-9.3%,13%
COc1ccc(Cl)cc1Nc1nc(-c2sc(NC(=O)c3ccccc3)nc2C)cs1,-3%,26,7,-6%,-1%,-2%,i,1,-0.2%,20%
CCCCn1c(=S)[nH]c2ccc(N3CCOCC3)cc2c1=O,4%,-15,-35,-8%,-2%,-13%,i,1.1,-2.6%,16%
CC1CN(c2nc3c(c(=O)n(Cc4ccc(Cl)cc4)c(=O)n3C)n2C)CC(C)O1 (stereo not given),5%,30,-1,5%,-1%,-1%,i,1.1,-1.2%,0%
CC(C)c1ccc(/C=C2\CC/C(=C\C=N\N(C)C)C2=O)cc1,-3%,9,2,3%,3%,3%,x,0.9,0.7%,13%
CCCCOc1ccc(/C=C/C(=O)OCC(=O)NC(=O)NCC(C)C)cc1OCC,3%,-7,1,4%,-4%,7%,i,1,-7.9%,5%
CC(=O)Oc1c(Cl)c(N2CCOCC2)c(OC(C)=O)c2ccccc12,11%,15,23,16%,-4%,-2%,i,1.1,-2.4%,6%
CC(C)(C)C(=O)Nc1ccc(C(=O)Nc2cccnc2)cc1,-8%,-9,-11,-7%,-8%,4%,i,1,-5.2%,5%
CNc1csc(C)c(C)c1=O,-5%,4,-1,11%,-14%,-10%,i,1.1,-11%,0%
CCOC(=O)c1c(NC(=O)CSc2nnc(C)o2)sc(C)c1C,x,x,x,x,6%,10%,i,x,x,4%
O=c1sc(/C=N/Nc2ccccc2)c(Cl)n1Cc1ccccc1,-112%,-1,0,-36%,-5%,5%,i,1,-7.4%,-3%
CCSc1nnc(NC(=O)CSc2nc(C)cc(C)n2)s1,-3%,3,4,-2%,-8%,24%,i,1.1,-3.0%,8%
Cn1c(SCC(=O)N2CCOCC2)nc(O)cc1=O,10%,-11,-30,10%,-7%,11%,i,1.1,-3.3%,1%
COc1cccc(/C=C/C(=O)Nc2ccc3c(c2)OCCO3)c1,-11%,19,6,-14%,2%,6%,i,1.1,0.9%,10%
Cc1cccc(C(=O)NCC(c2ccco2)N(C)C)c1 (stereo not given),-8%,-17,-27,-7%,-1%,14%,i,1.1,0.1%,2%
CCCOc1ccc(N2C(=O)CC(N3CCN(S(=O)(=O)c4ccccc4)CC3)C2=O)cc1 (stereo not given),0%,8,0,-6%,-3%,-3%,i,0.9,-6.4%,1%
CCCCNC(=O)Nc1ncn[nH]1,x,x,x,x,-8%,3%,i,x,x,0%
O=C(OCCN1CCCC1=O)c1cc(F)c(F)c(F)c1F,-1%,2,-1,-1%,-6%,-12%,i,1.1,-4.8%,-3%
CCOC(=O)COc1cccc2c(=O)n(CC(=O)NCc3ccc4c(c3)OCO4)ccc12,-14%,14,0,-12%,-8%,-1%,i,1.1,-5.8%,2%
CCOc1ccc2nc(NC3=NCN(Cc4ccco4)CN3)nc(C)c2c1,0%,x,x,3%,-1%,x,x,1.1,-4.0%,x
O=C(/C=C/c1ccc(F)cc1)NC(=S)NNC(=O)c1cccnc1,-10%,-9,-3,3%,-4%,9%,i,2,-1.3%,-5%
CC1(C)CC(=O)C(/C=N/n2cnc3ccccc3c2=O)=C(O)C1,-5%,-3,5,1%,-4%,4%,i,1.1,-2.2%,11%
COc1cc(/C=C2/NC(=O)NC2=O)cc(Br)c1OCc1ccc(C(=O)O)cc1,4%,-3,11,-5%,27%,-1%,i,1.1,-4.7%,6%
COc1ccc(/C=N/NC(=O)C2(C)NC(C)(C)Cc3ccccc32)cc1 (stereo not given),3%,14,-4,10%,-5%,22%,i,1,1.7%,2%
COc1ccccc1CCc1nnc(CCC(=O)NC(C)Cc2cccc(C)n2)o1 (stereo not given),x,x,x,x,-12%,2%,i,x,x,-2%
COC(=O)c1ccccc1NC(=O)COc1ccccc1[N+](=O)[O-],-2%,6,14,-6%,0%,1%,i,1,-14%,-1%
CNc1ccc(Br)cc(C(=O)/C=C/c2ccc(OC)cc2)c1=O,22%,2,-9,10%,-2%,-5%,i,0.9,-0.1%,9%
CCc1ccccc1NC(=O)C1c2ccccc2Oc2ccccc21,2%,3,1,-4%,-6%,-8%,i,1.1,3.0%,-1%
COc1ccc(/C=N/Nc2ncc(Br)cn2)c(OC)c1,x,2,-3,x,-9%,23%,i,1,-9.6%,-6%
COC(=O)c1cc2ccsc2n1Cc1nc(-c2ccc(OC)cc2)oc1C,15%,35,31,16%,7%,-16%,i,1.1,-3.3%,0%
